Pax4 gene expression: Pax4 mRNA upregulation in alpha cells – RT-PCR, mouse alpha TC1 cells, single point, primary screen (AID 1053180); mouse alpha TC1 cells, Pax4 mRNA qPCR, 6 days; active compounds read high; 100% = Pax4 plasmid added at qPCR; activation, % at 10 µM; 9,600 compounds, 0.2% hits;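 active = highest normalized replicate activity of 15 or more, or at least half the replicates reach 15 or more; inactive = neither condition met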;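 also: pax4 Ct normalized to GAPDH with activation seen as lower delta delta Ct; plate controls were plate neutral control wells for no effect and Pax4 plasmid positive control for full effect; each compound tested in two replicate wells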
DLD1 CTGF mRNA: reduction of CTGF mRNA in DLD1 cells – DLD1 colon cancer cells, RT-qPCR, single point, primary screen (AID 743449); DLD1 CTGF mRNA qPCR, 24 h; active compounds read high; inhibition, % at 12.5 µM; 9,900 compounds, 0.9% hits;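 active = mean normalized replicate activity at least 50 and at least half of replicates each reaching 50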;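 also: 0% = neutral control wells and 100% = dasatinib control wells; higher means stronger suppression of CTGF expression like dasatinib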
Active calls of the source: *; / = not tested or not shown; & = joins results of further samples.

SMILES	Pax4 gene expression	DLD1 CTGF mRNA
CN(C)C(=O)c1cccc(-c2ccc(C3[C@H]4CNC[C@@H]3N4Cc3cccnc3)cc2)c1 (stereo partly drawn)	0.0	-5
CN1C(=O)c2cc(NC(=O)Nc3ccc(Cl)cc3)ccc2OC[C@H]2O[C@@H](CC(=O)NCCN3CCCCC3)CC[C@H]21	0.0	-23
C/C=C/c1ccccc1[C@H]1[C@@H](CO)N(C(=O)Nc2ccccc2F)[C@H]1C#N	0.0	8
C[C@@H]1CCCCO[C@H](CN(C)C(=O)Nc2ccc3c(c2)OCO3)[C@@H](C)CN([C@H](C)CO)C(=O)c2cc(NS(=O)(=O)c3ccc(F)cc3)ccc2O1	0.0	-48
COc1ccccc1NC(=O)N1C[C@H](O)COC[C@@H]2O[C@H](CC(=O)N3CCC(Cc4ccccc4)CC3)CC[C@H]21	0.0	12
C[C@H](CO)N1C[C@H](C)[C@@H](CN(C)Cc2ccc(Cl)c(Cl)c2)Oc2ccc(NC(=O)CCCN(C)C)cc2C1=O	0.0	23
C[C@H]1CN([C@@H](C)CO)C(=O)c2ccccc2-c2ccccc2CO[C@H]1CN(C)Cc1ccc2c(c1)OCCN2C	0.1	-29
CN1CCN(C(=O)C[C@H]2CC[C@@H]3[C@H](COC[C@@H](O)CN3CC3CCCCC3)O2)CC1	0.0	-37
C[C@@H]1CN([C@H](C)CO)C(=O)c2cccc(NS(C)(=O)=O)c2O[C@H]1CN(C)Cc1ccc(-c2ccccc2)cc1	0.0	12
C[C@H]1CC(=O)NCC/C=C\C[C@H](c2ccc3c(c2)OCO3)NC1=O	0.0	-10
CC(C)CC#Cc1ccc([C@@H]2[C@H](CO)N3C(=O)CN(C(=O)c4ccccn4)C[C@@H]23)cc1	0.0	-4
COc1ccccc1C(=O)N1C[C@@H]2[C@H](c3ccccc31)[C@H](CO)N2C(=O)Cc1ccccc1	0.0	-3
O=S(=O)(c1cccc(F)c1)N1[C@@H]2CNC[C@H]1C2c1ccc(-c2ccccc2F)cc1 (stereo partly drawn)	0.0	9
O=C1C[C@H](c2ccccc2)C(=O)N[C@H](c2ccccc2)C/C=C\C[C@@H](c2ccccc2)N1	0.1	3
O=C(C[C@@H]1C=C[C@H](NS(=O)(=O)c2ccc(F)cc2)[C@@H](CO)O1)N1CCc2ccccc2C1	0.0	1
COc1cccc(S(=O)(=O)N2[C@@H]3CNC[C@H]2C3c2ccc(-c3cccc(C)c3)cc2)c1 (stereo partly drawn)	0.0	-23
COc1ccc([C@@H]2CC=CC[C@H](C)Oc3ccccc3C(=O)N(C)[C@@H](C(C)C)C(=O)N2)c(OC)c1 (mixture of isomers)	1.1	10
COc1ccc2c3c(n(C)c2c1)[C@H](CO)N(C(=O)C1CCCC1)CC31CN(C(=O)CC2CC2)C1	0.0	3
Cc1ccc(S(=O)(=O)NCC[C@H]2CC[C@@H](NC(=O)c3cccnc3)[C@@H](CO)O2)cc1	0.0	-16
COCC#Cc1ccc([C@H]2[C@H](CO)N3CCCCN(Cc4cccnc4)C[C@@H]23)cc1	0.0	-14
O=C(Nc1ccc(F)cc1)N1CC(=O)N2[C@H](C1)[C@H](c1ccc(C3=CCCC3)cc1)[C@@H]2CO	0.0	-2
COc1cccc(NC(=O)N2CC(=O)N3[C@H](CO)[C@@H](c4ccc(C#CCC5CCCC5)cc4)[C@@H]3C2)c1	0.0	-38
COc1cccc(NC(=O)C[C@H]2CC[C@@H]3[C@@H](COc4ccc(NC(=O)C5CC5)cc4C(=O)N3C)O2)c1	0.0	-44
CC(C)(C)[S@@](=O)N1Cc2cc(C(=O)N[C@@H]3CCN(Cc4ccccc4)C3)nc(-c3cccc(-c4cccnc4)c3)c2[C@H]1CCO	0.0	22
Cc1ccccc1-c1ccc(C2[C@@H]3CN(C(=O)C4CCOCC4)C[C@H]2N3)cc1 (stereo partly drawn)	0.0&0.0	-14&-58

A portion of the results above, for reference:
SMILES	Pax4 gene expression	DLD1 CTGF mRNA
O=C(Nc1ccc(F)cc1)N1CC(=O)N2[C@H](C1)[C@H](c1ccc(C3=CCCC3)cc1)[C@@H]2CO	0.0	-2
COc1cccc(NC(=O)N2CC(=O)N3[C@H](CO)[C@@H](c4ccc(C#CCC5CCCC5)cc4)[C@@H]3C2)c1	0.0	-38
COc1cccc(NC(=O)C[C@H]2CC[C@@H]3[C@@H](COc4ccc(NC(=O)C5CC5)cc4C(=O)N3C)O2)c1	0.0	-44
CC(C)(C)[S@@](=O)N1Cc2cc(C(=O)N[C@@H]3CCN(Cc4ccccc4)C3)nc(-c3cccc(-c4cccnc4)c3)c2[C@H]1CCO	0.0	22
Cc1ccccc1-c1ccc(C2[C@@H]3CN(C(=O)C4CCOCC4)C[C@H]2N3)cc1 (stereo partly drawn)	0.0&0.0	-14&-58

Quoted at random: 4 entries already listed
SMILES	Pax4 gene expression	DLD1 CTGF mRNA
Cc1ccccc1-c1ccc(C2[C@@H]3CN(C(=O)C4CCOCC4)C[C@H]2N3)cc1 (stereo partly drawn)	0.0&0.0	-14&-58
CN1C(=O)c2cc(NC(=O)Nc3ccc(Cl)cc3)ccc2OC[C@H]2O[C@@H](CC(=O)NCCN3CCCCC3)CC[C@H]21	0.0	-23
O=C1C[C@H](c2ccccc2)C(=O)N[C@H](c2ccccc2)C/C=C\C[C@@H](c2ccccc2)N1	0.1	3
C[C@@H]1CN([C@H](C)CO)C(=O)c2cccc(NS(C)(=O)=O)c2O[C@H]1CN(C)Cc1ccc(-c2ccccc2)cc1	0.0	12

Returning to the listing with the three entries that preceded the break.
SMILES	Pax4 gene expression	DLD1 CTGF mRNA
COc1cccc(NC(=O)C[C@H]2CC[C@@H]3[C@@H](COc4ccc(NC(=O)C5CC5)cc4C(=O)N3C)O2)c1	0.0	-44
CC(C)(C)[S@@](=O)N1Cc2cc(C(=O)N[C@@H]3CCN(Cc4ccccc4)C3)nc(-c3cccc(-c4cccnc4)c3)c2[C@H]1CCO	0.0	22
Cc1ccccc1-c1ccc(C2[C@@H]3CN(C(=O)C4CCOCC4)C[C@H]2N3)cc1 (stereo partly drawn)	0.0&0.0	-14&-58
C[C@H](CO)N1C[C@H](C)[C@@H](CN(C)S(=O)(=O)c2ccc(-n3cccn3)cc2)OCc2cn(nn2)CCCC1=O	0.0	-4
CCS(=O)(=O)N1CC(=O)N2[C@H](CO)[C@@H](c3ccc(C#CC4CCCCC4)cc3)[C@H]2C1	0.0	14
C[C@@H]1CN([C@@H](C)CO)C(=O)c2cc(/C=C/c3ccccc3)cnc2O[C@H]1CN(C)S(=O)(=O)c1ccccc1F	0.2	8
O=C(C[C@H]1C=C[C@H](NC(=O)CCN2CCCCC2)[C@H](CO)O1)Nc1nccs1	0.0	3
COc1ccc2c3c(n(C)c2c1)[C@H](CO)NCC31CCN(Cc2ccncc2)CC1	0.0	-46
O=C1C[C@@H](c2ccccc2)C(=O)N[C@H](c2ccc(F)cc2)C/C=C\CCN1	0.0	-14
O=C(NC1CCCC1)N1CCCCN2[C@H](CO)[C@@H](c3ccc(-c4cccnc4)cc3)[C@H]2C1	0.0	-30
COc1ccc2c3c([nH]c2c1)[C@H](CO)N(C(=O)Nc1ccc(F)cc1)CC31CCN(C(=O)Nc2ccc3c(c2)OCO3)CC1	0.2	5
C[C@@H]1CCCCO[C@@H](CN(C)C(=O)c2ccncc2)[C@H](C)CN([C@@H](C)CO)C(=O)c2cc(NS(=O)(=O)c3cccs3)ccc2O1	0.0	6
COc1ccc(S(=O)(=O)Nc2ccc3c(c2)C(=O)N([C@@H](C)CO)C[C@H](C)[C@@H](CN(C)S(=O)(=O)c2ccc(Cl)cc2)OCCCC[C@@H](C)O3)cc1	0.1	51*
C[C@H]1CCCCO[C@H](CN(C)C(=O)c2ccncc2)[C@@H](C)CN([C@@H](C)CO)C(=O)c2cc(NC(=O)CCC(F)(F)F)ccc2O1	0.0	21
COc1cccc(C(=O)Nc2ccc3c(c2)C(=O)N(C)[C@@H]2CC[C@H](CC(=O)NCc4ccc(F)cc4)O[C@H]2CO3)c1	0.0	-34
CN1C(=O)c2cc(NC(=O)c3cccc(F)c3)ccc2OC[C@@H]2O[C@@H](CC(=O)NCc3ccccc3Cl)CC[C@@H]21	0.0	36
COc1ccccc1S(=O)(=O)N1CC[C@@H]2[C@H]1c1cc(-c3ccc(C#N)cc3)ccc1N[C@@H]2CO	0.0	-7
C[C@@H]1CN([C@H](C)CO)C(=O)CCCn2nncc2CO[C@@H]1CN(C)C(=O)c1cc(-c2ccccc2)on1	0.0	66*
Cc1ccccc1-c1cnc2c(c1)C(=O)N([C@H](C)CO)C[C@H](C)[C@H](CN(C)Cc1ccccc1F)O2	0.0	21
CC[C@H]1C/C=C\C[C@H](CC)NC(=O)[C@@H](C)CC(=O)N1	0.0	5
C/C=C/c1ccc([C@H]2[C@@H](CO)N[C@@H]2CN(CC)C(=O)CN2CCOCC2)cc1	0.0	-7
COc1cccc(CN2[C@H](CO)[C@H](c3ccccc3)C23CN(C(=O)C2CCCCC2)C3)c1	/	-15
CC(C)(O)C#Cc1cccc(-c2nc(C(=O)O)cc3c2[C@H](CCO)N(S(=O)C(C)(C)C)C3)c1 (stereo partly drawn)	0.0	-4
C[C@H]1CN([C@@H](C)CO)C(=O)c2c(c3ccccc3n2C)-c2ccccc2CO[C@@H]1CN(C)C	0.0	-22
C[C@@H]1CN([C@@H](C)CO)C(=O)c2cc(NC(=O)NC3CCCCC3)ccc2O[C@@H]1CN(C)S(C)(=O)=O	0.0	-13
O=C(C[C@@H]1CC[C@@H]2[C@H](COC[C@@H](O)CN2C(=O)Nc2cccc(F)c2)O1)NCCCN1CCOCC1	0.0	-14
N#Cc1ccc(-c2ccc3c(c2)[C@@H]2[C@@H](CCN2C(=O)C2CCCCC2)[C@@H](CO)N3)cc1	0.0	-1

This is a subset, so the mix of outcomes need not match the whole.
